BioA inh = M. tuberculosis BioA enzyme inhibitors, primary screen, biochemical, plate reader, single point, HTS; 7,8-diaminopelargonic acid synthase BioA (Mycobacterium tuberculosis); purified M. tuberculosis BioA enzyme; inhibition, % at 9.99 µM; 360,000 compounds, 0.096% hits; in the data active means inhibition above about 40%; inconclusive means no clear call, values can overlap the other calls
BoNT F protease = BoNT/F light chain protease inhibitors, primary screen, biochemical, flow cytometry, MLPCN library. Botulinum neurotoxin type F light chain protease (Clostridium botulinum). Multiplex microsphere protease cleavage assay. inhibition, % at 10 µM. 360,000 compounds, 0.22% hits; in the data active means inhibition above about 35%, passing the limit was not always enough; inconclusive means no clear call, values can overlap the other calls; further: plate controls were buffer without enzyme for full effect and enzyme alone for no effect
UGM FP inh = M. tuberculosis UGM enzyme inhibitors, primary screen, biochemical, fluorescence polarization, single point; UDP-galactopyranose mutase (Mycobacterium tuberculosis (strain ATCC 25618 / H37Rv)), …; purified UGM, fluorescence polarization probe displacement; inhibition, % at 10 µM; 320,000 compounds, 0.06% hits; in the data active means inhibition above about 10%, passing the limit was not always enough; inconclusive means no clear call, values can overlap the other calls
FadD28 FP inh = inhibitors of FadD28 bisubstrate probe binding, primary screen, biochemical, fluorescence polarization, single point | Mycobacterium tuberculosis FadD28 fatty-acid-AMP ligase | inhibition, % at 12.5 µM | 360,000 compounds, 0.22% hits; in the data active means inhibition above about 8.5%, passing the limit was not always enough; inconclusive means no clear call, values can overlap the other calls
MazF activator = activators of E. coli MazEF toxin-antitoxin RNase, primary screen, biochemical, fluorescence, uHTS; Endoribonuclease toxin MazF (Escherichia coli (strain K12)), P0AE70; FAM/BHQ RNA-DNA oligo cleavage fluorescence, 5 h; activation, % at 20 µM; 350,000 compounds, 0.32% hits; in the data active means activation above about 50%
Target sequence (P0AE70 whole entry, looked up): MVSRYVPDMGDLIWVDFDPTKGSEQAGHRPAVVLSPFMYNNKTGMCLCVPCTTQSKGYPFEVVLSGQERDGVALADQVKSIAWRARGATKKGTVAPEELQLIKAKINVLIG
Mtb FBA inh = Mtb FBA enzyme inhibitors, primary screen, biochemical, fluorescence, strain H37Rv; Fructose-bisphosphate aldolase (Mycobacterium tuberculosis (strain ATCC 25618 / H37Rv)), …; purified M. tuberculosis FBA, fluorescence read-out; inhibition, % at 1 µM; 360,000 compounds, 2.3% hits; AID 588726, 2011; in the data active means inhibition above about 27%;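 further: 0% = vehicle and 100% = reference inhibitor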
Target sequence (P9WQA3 whole entry, looked up): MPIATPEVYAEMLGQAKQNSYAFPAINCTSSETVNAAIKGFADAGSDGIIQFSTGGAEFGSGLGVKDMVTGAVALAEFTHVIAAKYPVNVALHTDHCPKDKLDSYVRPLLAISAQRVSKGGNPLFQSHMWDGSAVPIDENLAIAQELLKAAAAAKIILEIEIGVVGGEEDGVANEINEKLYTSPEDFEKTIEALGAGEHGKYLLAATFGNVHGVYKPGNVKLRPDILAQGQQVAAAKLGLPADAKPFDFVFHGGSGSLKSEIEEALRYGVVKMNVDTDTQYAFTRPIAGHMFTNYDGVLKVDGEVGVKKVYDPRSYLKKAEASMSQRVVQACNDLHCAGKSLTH
GDH-TPI counter = GDH-TPI coupling enzyme inhibitors, primary screen, artefact control for M. tuberculosis FBA inhibitor project, biochemical, absorbance, full deck; GDH-TPI coupled enzyme counterscreen, NADH absorbance; inhibition, % at 4.8 µM; 360,000 compounds, 1.2% hits;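 further: 0% = DMSO wells and 100% = wells lacking the enzyme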
Rv3671c protease = Rv3671c serine protease inhibitors, primary screen, biochemical, fluorescence polarization, M. tuberculosis H37Rv; P9WHR9; inhibition, % at 5.96 µM; 320,000 compounds, 0.048% hits; in the data active means inhibition above about 38%;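 further: extracellular domain of Rv3671c used as enzyme; 0% = enzyme with DMSO and 100% = no enzyme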
Target sequence (P9WHR9 whole entry, looked up, the tested form may be a part): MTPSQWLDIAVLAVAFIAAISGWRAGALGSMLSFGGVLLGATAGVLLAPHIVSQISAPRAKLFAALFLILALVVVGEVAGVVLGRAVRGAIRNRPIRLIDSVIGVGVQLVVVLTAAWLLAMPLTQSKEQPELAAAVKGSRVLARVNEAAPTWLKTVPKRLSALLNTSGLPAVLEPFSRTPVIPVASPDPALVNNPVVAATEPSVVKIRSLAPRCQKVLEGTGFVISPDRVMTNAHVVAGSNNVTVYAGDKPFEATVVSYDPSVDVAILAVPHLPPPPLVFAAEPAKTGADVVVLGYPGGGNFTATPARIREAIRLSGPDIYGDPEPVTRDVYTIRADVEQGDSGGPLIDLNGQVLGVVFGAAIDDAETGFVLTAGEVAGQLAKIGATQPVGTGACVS
CCHFV vOTU inh = CCHFV vOTU protease inhibitors, primary screen, biochemical, Pep-AMC substrate, fluorescence | Crimean-Congo hemorrhagic fever virus L polyprotein viral ovarian tumor (vOTU) protease … | 370,000 compounds, 0.55% hits | inhibition, % at 11.5 µM; further: 0% = vehicle wells with enzyme and 100% = no enzyme wells
VHR inh abs = VHR1 phosphatase inhibitors, primary screen, biochemical, absorbance, uHTS | 290,000 compounds, 0.52% hits | recombinant VHR phosphatase, pNPP absorbance | Dual specificity protein phosphatase 3 (Homo sapiens), P51452 | inhibition, % at 13.3 µM; in the data active means inhibition above about 50%; further: some compounds called inactive have numbers as strong as hits
Target sequence (P51452 whole entry, looked up): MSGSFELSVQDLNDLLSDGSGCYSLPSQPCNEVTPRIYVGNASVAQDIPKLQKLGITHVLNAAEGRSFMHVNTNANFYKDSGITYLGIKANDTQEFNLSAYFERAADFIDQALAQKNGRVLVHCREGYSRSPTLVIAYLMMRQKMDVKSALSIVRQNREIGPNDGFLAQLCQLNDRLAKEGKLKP
* = called active by the depositor; u = inconclusive; x = no result given; & = joins results of further samples. Unless noted, no stated cut-off is given here; in the data, active means inhibition above about 30%; inactive means the rest.

SMILES	BioA inh	BoNT F protease	UGM FP inh	FadD28 FP inh	MazF activator	Mtb FBA inh	GDH-TPI counter	Rv3671c protease	CCHFV vOTU inh	VHR inh abs
CCOC(=O)N1CCN(C(=O)c2ccc3c(=O)n(CCc4ccc(OC)c(OC)c4)c(=O)[nH]c3c2)CC1	-3.0	6	-1.0	0.3	6	2	2	4	3	-9
COc1c(S(=O)(=O)N2CCCCC2)ccc2c(S(=O)(=O)N3CCCCC3)cccc12	-2.4	-2	0.2	-1.4	-1	-1	0	0	9	x
CC1=C(C(=O)N(C)C)CC(CC(=O)NC2CCCC2)C(=O)N1Cc1ccccc1 (configuration not stated)	x	3	x	-5.2	5	-5	-5	x	-1	x
CC1=Nc2cc([N+](=O)[O-])ccc2NC(C)(C)C1	x	-11	-1.5	0.8	1	-7	24	-16	17	-14
COc1cc2c(cc1OC)CN(C(=O)CN1CCN(S(=O)(=O)c3ccccc3)CC1)CC2	0.7	-2	-1.7	-2.1	7	-1	1	12	15	19
COc1ccc(NC(=O)NCc2cccnc2)cc1	0.1	-4	-0.3	-3.4	3	-2	-4	-2	-9	4
CCCc1nc2c(nnn2Cc2ccccc2F)c(=O)[nH]1	3.0	-21	1.0	-3.5	3	-2	5	4	7	-15
O=C(NCCN1CCN(C(=O)c2ccc(F)cc2)CC1)C(=O)NCc1ccccc1	-1.5	14	-1.6	-4.1	6	-2	-5	-9	9	25
CCNC(=S)Nc1ccc(OCC)cc1	x	-4	0.6	1.3	5	3	6	-2	1	-7
COc1cccc(-n2nnc3c(=O)n(Cc4ccc(C)cc4)cnc32)c1	-3.9	1	-0.4	-2.2	-4	-2	12	0	-10	26
C[C@@H]1CCCCO[C@H](CN(C)C(=O)Cc2ccccc2)[C@H](C)CN([C@@H](C)CO)C(=O)c2cc(NC(=O)Nc3ccc(F)cc3)ccc2O1	0.9&-0.8	-5	x	-5.6	-2	-2	9	x	10	x
CCOC(=O)c1c(-c2ncc(C(F)(F)F)cc2Cl)noc1C	x	5	-1.3	-1.1	-6	2	1	2	-1	13
CCOc1ccc(N2C(=O)C(c3ccccc3)=C(c3nc4ccccc4s3)C2NC(C)=O)cc1 (configuration not stated)	-0.7	-1	-1.4	-0.3	1	0	13	6	-3	4
CCCN1CCC(C(=O)NC(c2ccc(F)cc2)c2ncccc2C)CC1 (configuration not stated)	-0.5	-7	x	-1.9	x	4	12	x	-6	x
CCOC(=O)C1=C(c2ccccc2)NC(=S)NC1c1ccc(Cl)cc1 (configuration not stated)	x	u	1.0	-3.3	9	-1	-7	5	0	21
C(=C1c2ccccc2-c2ccccc21)c1ccccn1	-0.1	1	x	-3.5	-19	-2	11	x	-4	x
C=CCNc1nc(Nc2ccc([N+](=O)[O-])cc2)nc(OCC)n1	x	-6	0.9	-1.0	-10	3	6	-7	-8	1
O=C(Nc1nc2ccccc2[nH]1)C1CCC1	x	0	1.7	0.8	7	2	15	-1	-18	0
COc1ccc(C(=O)N=C2SC3CS(=O)(=O)CC3N2Cc2ccc(OC)c(OC)c2)cc1 (configuration not stated)	0.0	3	-0.2	-2.3	6	-1	3	2	11	32
COc1cccc(/C=C2\SC(=S)N(CCCC(=O)Nc3cc(C)on3)C2=O)c1	-1.6	5	-2.6	-1.1	-38	-2	-7	-4	3	11
CCOC(CNc1c([N+](=O)[O-])c(=O)n(C)c(=O)n1C)OCC	x	0	1.9	-1.2	4	1	11	4	-10	-2
Cn1c(C(=O)NCCCN2CCN(c3ccc(F)cc3)CC2)cc2c(=O)n(C)c3ccccc3c21	-0.5	0	x	0.5	5	4	3	x	5	x
Cc1ccc(C)c(OCCC(=O)OCC(=O)Nc2ccc(Cl)cn2)c1	0.1	x	-2.1	2.5	-4	3	9	-2	12	x
O=C(NNS(=O)(=O)c1ccc(F)cc1)c1cc(Cl)ccc1O	-3.7	-43	5.7	u	-5	12	10	x	-13	15
Cc1ccc(S(=O)(=O)NC(=O)c2cc(C)n(-c3ccc(N(C)C)cc3)c2C)cc1	0.8	-6	2.0	-2.3	-2	4	-2	-4	24	-8
(more compounds)
SMILES	BioA inh	BoNT F protease	UGM FP inh	FadD28 FP inh	MazF activator	Mtb FBA inh	GDH-TPI counter	Rv3671c protease	CCHFV vOTU inh	VHR inh abs
CCn1c(COc2cccc(OC)c2)nnc1SCC(=O)NC1CCCC1	-0.4	-20	x	-2.7	6	-6	-3	x	1	25
O=C(O)C1=C[C@H](c2coc3ccccc3c2=O)C[C@H](OCCCCO)O1	-1.0&0.0	5	-1.7	-0.8	-5	2	5	-5	8	21
COC(=O)Cn1c2nc3ccccc3nc2c2cccc(C)c21	-1.5	8	-1.5	x	-2	-1	30	x	8	13
COc1ccc(CCNC(=O)CCc2cn(C)c3ccccc23)c(OC)c1OC	2.1	u	0.3	-0.8	4	2	-1	7	-5	-12
CCCS(=O)(=O)c1csc(C(=O)OC)c1N	-1.3	x	3.3	-0.9	-4	13	8	-5	-18	35
CCN(CC)Cc1nc2c(c(=O)[nH]1)C1(CCCC1)Cc1ccccc1-2	x	-1	-3.3	-1.5	-6	0	14	-4	9	8
Cc1ccn(CC(=O)N2N=C(C(F)F)CC2(O)C(F)F)n1 (configuration not stated)	x	1	-0.3	-1.8	-6	-1	1	1	6	-8
Cc1cc(NC(=O)COC(=O)C2CCC(=O)N2)c([N+](=O)[O-])cc1C (configuration not stated)	0.3	-4	-1.6	-4.9	-1	-1	-8	0	10	23
Cc1ccc(S(=O)(=O)N(CC(=O)N2CCCCCC2)c2ccccc2F)cc1	0.1	-2	-0.4	-3.7	4	0	10	1	6	2
COc1ccc(NC(=O)Cc2ccc(C)cc2)c([N+](=O)[O-])c1	x	4	4.2	-0.2	9	-3	1	0	1	-6
CCN(CC)S(=O)(=O)c1ccc(Cl)c(C(=O)NCCN2CCOCC2)c1	-1.1	31	-2.8	-3.1	5	4	9	-4	-11	x
CN1CCC(c2c[nH]c3ccc(O)cc23)CC1	3.0	-9	x	-0.2	0	2	-9	x	4	x
CC(C)CCn1nnnc1C(c1ccccc1)N1CCN(C)CC1 (configuration not stated)	0.8	-24	-1.2	-1.8	8	-3	2	2	14	22
O=C1CSC(c2cccc([N+](=O)[O-])c2)N1c1c(F)cccc1F (configuration not stated)	-1.2	0	0.8	0.7	-1	-3	3	-11	19	-21
O=C(c1ccccc1[N+](=O)[O-])N1N=C(c2ccccc2)CC1(O)C(F)(F)F (configuration not stated)	0.8	9	-1.8	-0.8	12	1	-6	10	15	21
CC(=NCCCN1CCOCC1)c1c(O)[nH]c(=O)[nH]c1=O	-2.0	6	-1.1	-0.2	3	-1	-3	0	7	39
CC1CCN(CCCNC(=O)c2ccc3c(=O)n(CCc4ccccc4)c(=O)[nH]c3c2)CC1	0.2	-19	0.4	-6.7	15	0	-8	-6	-8	33
Cc1ccc(C(=O)NCC(=O)N/N=C/c2cccs2)cc1C	-0.1	-2	1.9	-4.1	0	1	-5	-5	-11	15
Cc1cc(C)n2nc(C)c(-c3ccccc3)c2n1	x	0	3.5	-1.9	2	2	3	-6	-1	x
C=CCN(C(=O)C1=NN(C2CCS(=O)(=O)C2)C(=O)CC1)c1nc(-c2ccc([N+](=O)[O-])cc2)cs1 (configuration not stated)	x	1	0.4	-0.1	4	-1	14	8	4	17
CCOC(=O)c1c(-c2ccc(OC)cc2)cn2ccccc12	x	-3	0.4	-1.7	-2	26	3	7	-16	10
N#CC(C#N)=C1C=CC=CN1/C(=C\c1ccco1)C(=O)c1ccc(Cl)cc1	x	4	-1.0	-5.0	0	4	44*	-40	0	7
CCCCNS(=O)(=O)c1ccc2nc(-c3cccnc3)cc(C(=O)NC3CCCC3)c2c1	x	2	-0.6	-1.2	3	-1	4	-3	3	25
O=c1c2ccccc2nnn1CSc1nnc(-c2cccs2)n1Cc1ccccc1	3.4	12	-1.1	-7.7	0	-2	8	3	0	22
O=C1OC2CCC1(c1ccccc1)C2 (configuration not stated)	x	-3	0.7	0.3	2	0	17	2	3	18

Continued (two carried over from the part before).
SMILES	BioA inh	BoNT F protease	UGM FP inh	FadD28 FP inh	MazF activator	Mtb FBA inh	GDH-TPI counter	Rv3671c protease	CCHFV vOTU inh	VHR inh abs
O=c1c2ccccc2nnn1CSc1nnc(-c2cccs2)n1Cc1ccccc1	3.4	12	-1.1	-7.7	0	-2	8	3	0	22
O=C1OC2CCC1(c1ccccc1)C2 (configuration not stated)	x	-3	0.7	0.3	2	0	17	2	3	18
Cn1c(Cn2c(=O)sc3ccccc32)nnc1SCc1ccccc1F	-0.8	0	-1.0	-0.1	2	1	9	-2	0	17
c1ccc(-c2nc(N3CCCCCC3)nc(-n3ccnc3)n2)cc1	0.2	u	0.9	-1.1	-15	5	-1	0	5	19
COc1ccc(S(=O)(=O)n2c([N+](=O)[O-])cnc2C)cc1OC	6.5	-8	-0.8	-0.9	6	2	3	-4	-11	-51
CCCC1COC(Cn2cncn2)(c2ccc(C)cc2)O1 (configuration not stated)	1.3	-8	3.1	-2.0	-6	2	2	2	4	5
Cc1cc([N+](=O)[O-])cc(/C=N/n2c(C)nc3ccccc3c2=O)c1O	x	2	1.2	-0.1	0	-4	11	14	7	13
CC(C)(C)NC(=O)CSc1nnc(C2CC2)n1Cc1ccccc1	-0.4	3	-1.0	-0.6	-9	1	5	-4	6	5
CCn1cc(C(=O)NCc2ccc3c(c2)OCO3)c(=O)c2cc(F)c(N3CCN(C)CC3)cc21	x	-2	2.5	-3.1	3	18	9	7	-41	-10
COc1cc(NC(=O)C(=O)NCCN(C)C)c(OC)cc1Cl	x	-3	1.1	-0.3	-12	3	7	-9	2	20
CC(=O)c1c(C)n(-c2ccc(Cl)cc2)c2ccc(O)cc12	x	u	-1.8	-4.1	6	2	-3	3	7	38
CC(C)n1c(SC2C(=O)CC(C)(C)CC2=O)nc2c1c(=O)n(C)c(=O)n2C	-2.6	-5	-2.6	-2.4	6	0	9	1	30*	31
COc1ccc(N(CC(=O)N2CCN(c3ccc(F)cc3)CC2)S(=O)(=O)c2c(C)noc2C)cc1	1.1	-2	-0.6	-0.3	3	-3	3	-11	3	4
O=C(CSCc1ccc(Cl)cc1)N1CCN(Cc2ccc3c(c2)OCO3)CC1	-0.4	u	0.3	-5.9	-6	1	8	-2	7	-9
O=C(Cc1ccccn1)c1ccc(O)cc1O	-0.6	2	-0.9	-0.3	0	3	34*	3	20	x
CCn1nnc(-c2ccccc2NC(=O)c2cccc(-n3cnnn3)c2)n1	-1.4	2	-3.2	1.2	-18	3	4	8	-12	-2
CCOC(=O)CCNC(C(=O)OCC)c1ccccc1 (configuration not stated)	1.1	10	-1.1	-0.7	0	0	-5	-2	9	-10
O=C(Nn1cnc2ccccc2c1=O)C1CCCCC1	-0.9	-1	-0.3	-0.2	-5	1	6	3	4	3

Limited to Rv3671c protease, VHR inh abs and GDH-TPI counter, for some of the entries so far:
molecule	Rv3671c protease	VHR inh abs	GDH-TPI counter
O=C(Nn1cnc2ccccc2c1=O)C1CCCCC1	3	3	6
CCOC(=O)CCNC(C(=O)OCC)c1ccccc1 (configuration not stated)	-2	-10	-5
O=C(Cc1ccccn1)c1ccc(O)cc1O	3	x	34*
c1ccc(-c2nc(N3CCCCCC3)nc(-n3ccnc3)n2)cc1	0	19	-1
CC(=O)c1c(C)n(-c2ccc(Cl)cc2)c2ccc(O)cc12	3	38	-3
